PAX8 inh HTS: PAX8 transcriptional activity inhibition. RMG-I TPO-luciferase reporter, SteadyGlo, 24 h. inhibition, % at 12.6 µM. 360,000 compounds, 1.2% hits;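 active = mean replicate inhibition at least 60% with every replicate also reaching 60%; inconclusive = only one of the two criteria is met; inactive = mean below 60% and not all replicates reaching 60%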;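 also: luciferase light reporting Pax8 driven TPO promoter activity; plate controls were median of neutral control wells for no effect and mitoxantrone controls for full effect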
DENV2 CPE: inhibitors of DENV2 cytopathic effect; AID 651640; CPE inhibition, % at 9.99 µM; 350,000 compounds, 1.7% hits; DENV2-infected cells, cytopathic effect rescue, plate reader; in the data active = CPE inhibition above about 20%, passing the limit was not always enough; inconclusive = no clear call, values can overlap the other calls; tested in BHK-21 cells;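 also: 0% = median of neutral control wells and 100% = median of positive control wells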
ARNT TACC3 PPI: ARNT/TACC3 interaction disruption; Q9Y6A5; inhibition, % at 9.99 µM; AlphaScreen His-ARNT PAS-B/GST-TACC3 binding, luminescence; TACC3 fragment carries E629A point mutation; 390,000 compounds, 0.66% hits;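 active = mean inhibition of replicates at least 50% and at least half of replicates each reaching 50%; inconclusive = half or more replicates reach 50% but mean below 50%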;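 also: 0% = complete ARNT plus TACC3 wells and 100% = ARNT alone without TACC3; many hits fall short of the cut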
CFTR F508del cor: correctors of CFTR F508del function in bronchial epithelial cells; 350,000 compounds, 0.36% hits; activity (quench increase), % at 7.58 µM; CFBE cells, YFP halide quenching; stimulated with forskolin plus potentiator P3; % fluorescence drop versus neutral controls;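 active = mean added fluorescence quench of at least 8% versus neutral control, with both replicates also reaching 8%; inconclusive = only one of the mean or replicate conditions met; inactive = mean below 8% and not both replicates reaching 8%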;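 also: cells transiently co-express mutant CFTR-F508del with the halide-sensitive YFP; corrector assay measuring rescue of mutant channel to the surface after 24 h compound exposure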
ERp5 inh: ERp5 (human) disulfide isomerase inhibition | AID 651711 | 350,000 compounds, 0.05% hits | ERp5 insulin aggregation, absorbance 650 nm, 90 min | inhibition, % at 9.99 µM | Q15084;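 active = mean replicate inhibition above about 25%, with every replicate also reaching it, limit read from the data, passing the limit was not always enough; inconclusive = only one of those two criteria met; inactive = neither criterion met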
Target sequence (Q15084 whole entry, looked up): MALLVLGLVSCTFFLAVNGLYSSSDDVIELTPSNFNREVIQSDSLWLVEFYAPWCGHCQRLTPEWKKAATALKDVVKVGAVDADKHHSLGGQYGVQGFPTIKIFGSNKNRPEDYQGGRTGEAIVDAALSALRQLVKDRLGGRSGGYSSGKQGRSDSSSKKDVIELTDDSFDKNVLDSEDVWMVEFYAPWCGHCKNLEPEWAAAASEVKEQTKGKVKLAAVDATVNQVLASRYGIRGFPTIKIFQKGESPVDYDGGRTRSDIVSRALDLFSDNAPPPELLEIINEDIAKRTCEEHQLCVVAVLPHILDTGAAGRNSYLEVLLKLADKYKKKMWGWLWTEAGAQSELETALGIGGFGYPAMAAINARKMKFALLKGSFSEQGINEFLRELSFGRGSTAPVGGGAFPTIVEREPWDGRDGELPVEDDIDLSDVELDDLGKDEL
INS-1E GSIS act: primary screen for activators of insulin secretion dependent on glucose, INS-1E cells, GLuc reporter luminescence; INS-1E GLuc reporter insulin secretion, 2-3 h; activation, % at 16.6 µM; 370,000 compounds, 0.61% hits;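 active = lowest replicate activation of at least 40%, so every replicate reaches that level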;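 also: 0% = median of neutral control wells and 100% = median of IBMX positive control wells; some compounds called inactive have numbers as strong as hits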
Xi reactivation: X-chromosome reactivation activator; XiGFP mouse fibroblasts, % GFP-positive cells imaging, 3 d; cells co-treated with 5-aza-dC sensitizer; scaled so ellipticine positive control = 100%; activation, % at 7.58 µM; 360,000 compounds, 0.055% hits; AID 743238;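 active = mean normalized replicate activation at least 10% and every replicate at or above 10%; inconclusive = only one of the two criteria met; inactive = mean below 10% and not all replicates reach 10%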;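 also: 0% = median of on-plate neutral control wells and 100% = ellipticine 6 µM median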
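Schedule: 3 d treatment, 15 min room-temperature fixation; system: 68-5-11 XiGFP fibroblast line; buffer or medium: DMEM plus 5-aza-dC sensitizer; control set: ellipticine 6 µM positive control; compound: one concentration, pinned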
EWS-Fli block: EWS/Fli transcriptional activity inhibition. A673 NR0B1-luciferase reporter, viability-normalised. inhibition, % at 12.6 µM. 350,000 compounds, 0.67% hits. AID 651661;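 active = mean inhibition of at least 50% after viability correction, with every replicate also passing that limit; inconclusive = mean reaches 50% but only one of two replicates passes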;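 also: firefly luciferase signal divided by Alamar Blue viability fluorescence both relative to DMSO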
The depositor's hits bear a star; u = inconclusive; x = no result given; & = joins results of further samples.

SMILES | PAX8 inh HTS | DENV2 CPE | ARNT TACC3 PPI | CFTR F508del cor | ERp5 inh | INS-1E GSIS act | Xi reactivation | EWS-Fli block
Cc1ccc(CC(=O)Nc2nccs2)cc1C | -24.0 | -3.5 | -20.2 | -4.5 | -0.1 | -1.3 | 0.0 | -18.5
C[C@@H]1CCCCO[C@@H](CN(C)S(=O)(=O)c2ccc(F)cc2)[C@H](C)CN([C@@H](C)CO)C(=O)c2cc(NC(=O)Nc3ccc(C(F)(F)F)cc3)ccc2O1 | 41.3 | 1.7 | 13.8 | 4.0 | -4.0 | 5.1 | -0.1 | -6.7
Cc1c(Cl)cccc1NC(=O)COC(=O)C12CC3CC(CC(O)(C3)C1)C2 | -29.8 | -3.5 | x | 3.4 | 1.8 | -15.1 | 0.1 | 0.9
COc1ccc(C#Cc2cccc(-c3nc(C(=O)N[C@@H]4CCN(Cc5ccccc5)C4)cc4c3[C@H](CCO)N(S(=O)C(C)(C)C)C4)c2)cc1OC (stereo partly drawn) | 16.0 | -7.2 | x | -0.9 | 0.6 | x | x | 13.6
Cc1sc(NC(=O)/C=C/c2ccc3c(c2)OCO3)nc1-c1ccccc1 | 0.1 | x | -0.5 | x | x | -21.4 | 0.1 | x
CC(C)(C)OC(=O)NCCCCCNC(=O)c1[nH]cnc1C(=O)Nc1cccc(Cl)c1 | 14.9 | 2.9 | -3.3 | 6.4 | -4.3 | 13.4 | 0.0 | 16.9
O=C(Nc1c(F)cccc1F)C(c1ccccc1)c1ccccc1 | -10.0 | -1.4 | x | 0.2 | 1.1 | -11.4 | u | -2.2
Cc1cc(=O)n2nc(N3CCCC3C(=O)Nc3cccc(Cl)c3C)sc2n1 (stereo not drawn) | x | u | 0.5 | -0.1 | 2.9 | 11.1 | -0.4 | -1.0
CN(CC(=O)Nc1c(Cl)cccc1Cl)C(=O)CNC(=O)c1ccc2ccccc2c1 | 4.1 | -4.3 | -2.6 | 2.3 | -4.1 | -16.5 | 0.1 | -5.8
COc1ccc(C2CC(=O)N(c3ccccc3)C3=C2C(=O)CCC3)cc1 (stereo not drawn) | 3.9 | -4.2 | x | 0.3 | -3.7 | 19.8 | -0.1 | -7.6
CNC[C@@H]1Oc2ccc(NS(=O)(=O)c3ccc(F)cc3)cc2C(=O)N([C@H](C)CO)C[C@@H]1C | -13.2 | 53.5* | 1.8 | -2.6 | -1.7 | 4.3 | -1.1 | -0.4
Brc1cccc(CNc2nc3ccccc3n2CCN2CCCCC2)c1 | -7.6 | -8.7 | 3.8 | 1.7 | 3.3 | x | 0.1 | 25.8
CCCCn1c(=O)c(CCC(=O)OCC(=O)NC(C)c2ccccc2)nc2ccccc21 (stereo not drawn) | 3.9 | -2.4 | -3.9 | x | 2.7 | -11.7 | 0.4 | 2.6
Cc1cccc(-c2nn(-c3ccccc3)cc2C(=O)N(C)CC(=O)Nc2ccc(N3CCOCC3)cc2)c1 | -27.7 | -2.2 | 1.9 | -0.4 | 2.0 | 9.9 | 0.5 | -29.0
Cc1cc(-c2nnc(-c3cccc(Cl)c3)o2)no1 | -155.3 | -4.9 | -9.5 | -0.3 | -0.5 | -25.3 | 0.0 | -112.2
Cc1ccccc1C(=O)NC1CCN(CC(=O)Nc2ccc(Br)cc2)CC1 | -0.5 | -9.5 | 9.7 | -8.7 | 0.8 | -16.1 | 0.0 | 7.0
Cc1ccc(-n2cccn2)c(CN2CCC(CO)(CCc3ccccc3)CC2)c1 | -12.9 | 7.1 | 0.9 | -0.1 | -1.1 | -14.5 | 0.3 | 3.8
COc1ccccc1CN1CCC(CNS(=O)(=O)c2cc(-c3onc(C)c3C)ccc2OC)CC1 | 27.6 | -3.5 | 11.2 | -1.2 | -0.5 | 6.8 | 0.1 | 18.2
CCn1c(=N)n(CC(O)COc2ccc(C)cc2)c2ccccc21 (stereo not drawn) | 12.8 | 1.7 | -5.9 | -0.1 | -0.5 | 23.7 | 0.2 | 11.0
C#CCOCCOCCOCCNc1nc(N2CCN(C(=O)[C@H]([C@@H](C)CC)n3cc(CCCCN)nn3)CC2)nc(N2CCN(C(=O)[C@H](CCCCN)n3cc(CCC(=O)O)nn3)CC2)n1 | -3.3 | u | -0.4 | 3.4 | 2.8 | 4.6 | -0.1 | -2.4
CCOc1ccccc1OC(=O)CN1C(=O)c2ccccc2C1=O | -6.5 | -8.7 | -15.8 | -0.5 | -6.0 | 0.0 | 0.0 | 7.8
Cc1ccc(S(=O)(=O)N(C)C[C@H]2Oc3c(NS(C)(=O)=O)cccc3C(=O)N([C@H](C)CO)C[C@@H]2C)cc1 | 14.3 | 6.9 | -7.0 | 0.3 | 2.3 | -3.5 | 0.2 | 4.6
CN(C)c1ccc(N=Cc2nc(-c3ccccc3)oc2OC(=O)c2cccc(Cl)c2)cc1 | -121.8 | x | -14.0 | x | x | -5.3 | 1.6 | x
O=C(Nc1ccccc1-c1ccccc1)c1ccccc1Br | 36.2 | -0.8 | -9.0 | -1.2 | 4.7 | x | 0.0 | 1.8
C[C@H](CO)N1C[C@H](C)[C@H](CN(C)Cc2cccc3c2OCCCO3)OCc2cnnn2CCCC1=O | x | u | -3.0 | -1.2 | -0.9 | 3.8 | 0.4 | 1.4
O=C(Nc1n[nH]c(C(F)(F)F)n1)C1CC1 | 7.1 | -4.6 | 8.5 | -0.2 | 6.1 | 6.3 | 0.2 | -4.3
C[C@H](CO)N1C[C@H](C)[C@@H](CN(C)C(=O)NC2CCCCC2)Oc2ncc(Br)cc2C1=O | -3.5&-7.9 | 19.6&3.7 | 2.2 | 2.4&3.4 | -2.4&-5.7 | 10.7&4.8 | 0.1&0.1 | 0.3&-2.9
CC(C)c1ccc(NC(=O)CSc2n[nH]c(=O)n2-c2cccnc2)cc1 | 9.9 | -4.4 | 0.1 | 0.1 | -9.8 | -11.5 | 0.1 | 5.8
C[C@H](CO)N1C[C@H](C)[C@H](CN(C)S(=O)(=O)c2cccs2)Oc2ccc(NC(=O)Cc3cn(C)c4ccccc34)cc2CC1=O | -13.8 | -9.0 | -7.1 | 2.1 | 6.4 | -3.6 | -0.4 | -1.7
COc1cccc(NC(=S)N(Cc2ccc(Cl)cc2)Cc2ccc(C(=O)O)cc2)c1 | 2.9 | 5.5 | 2.3 | 3.6 | -9.6 | -13.2 | 0.0 | 11.3
CC(OC(=O)/C=C/c1ccccc1Cl)C(=O)NC1CCCCC1C (stereo not drawn) | -3.0 | 4.8 | 2.3 | -0.9 | 2.3 | 4.9 | 0.2 | 0.1
CCCc1c2c(cc3c(=O)cc(C(=O)OCC)oc13)CCCC2 | 17.1 | 6.1 | -10.1 | 1.8 | 3.9 | 24.0 | -0.1 | 6.7
CCC1(CC)Cc2ccccc2-c2nc(NN)[nH]c(=O)c21 | 31.5 | 2.3 | 1.0 | -2.9 | -4.9 | -12.2 | 0.1 | -0.1
CC(=O)NCCC(=O)Nc1cc(S(=O)(=O)N2CCCCC2)ccc1Oc1ccccc1 | 0.4 | 1.4 | -11.5 | -2.7 | 2.0 | -7.7 | 0.0 | 2.3
CC(=O)Nc1ccc(S(=O)(=O)NCCc2c[nH]c3ccc(C)cc23)cc1 | 1.5 | -1.7 | 4.2 | -2.8 | 3.4 | -5.9 | -0.1 | 7.7
COc1ccc(C(=O)c2c(C)oc3ccc(O)cc23)c(OC)c1 | 2.6 | -0.9 | -4.1 | -1.2 | 0.2 | 1.8 | 0.0 | -7.5
CC(C)c1cn(CC[C@@H]2CC[C@H](NC(=O)Nc3cc(Cl)cc(Cl)c3)[C@@H](CO)O2)nn1 | 2.9 | u | -1.9 | 0.0 | -0.4 | -32.7 | 0.0 | -1.6
CC(C)CN(C(=O)COC(=O)c1nc(Cl)ccc1Cl)C1CCS(=O)(=O)C1 (stereo not drawn) | 6.2 | 11.2 | -16.6 | -3.1 | 4.8 | -8.5 | 0.0 | 0.9
CCN(CC)S(=O)(=O)c1ccc(Cl)c(NC(=O)COC(=O)c2nc3nc(C)cc(C)n3n2)c1 | 14.4 | -5.0 | -0.4 | 0.4 | 0.6 | -13.1 | -0.1 | -6.1
CCOC(=O)CSc1nnc(-c2ccccc2OC)o1 | x | 2.6 | -4.7 | -2.3 | -5.0 | x | x | 10.1
COc1ccccc1S(=O)(=O)N[C@H]1CC[C@@H](CCn2cc(C3CCCC3)nn2)O[C@@H]1CO | 0.6 | -6.9 | x | 0.5 | 5.3 | 7.1 | -0.1 | 0.3
Cc1ccc(Cn2ncc(Cl)c(Cl)c2=O)cc1 | 32.0 | 2.1 | 0.8 | x | u | 38.9 | 0.0 | x
CCn1c(SCC(=O)NCC2CCCO2)nc2c(c1=O)SC(C)C2 (stereo not drawn) | -9.2 | u | 8.3 | -0.2 | -4.6 | 8.4 | 0.0 | -4.0
Cn1c(NCc2ccccc2)nc2cc(-c3cccc(C(F)(F)F)c3)sc2c1=O | -11.2 | 4.4 | x | 1.9 | -4.1 | x | 0.0 | -21.3
CC(C)(C)c1ccc(OCCOCCn2cnc3ccccc3c2=O)cc1 | 1.9 | 1.0 | -0.4 | 1.9 | 5.5 | -24.0 | 0.0 | 5.7
CC1CCN(C(=O)c2ncn3c2c(=O)[nH]c2cccnc23)CC1 | -15.8 | -3.2 | x | -1.7 | 0.1 | 11.6 | 0.1 | 1.4
Cc1c(C)n(Cc2ccccc2)c2ncnc(NN)c12 | -15.7 | -2.5 | 1.3 | -1.6 | 1.6 | x | 0.2 | 20.1
CCOC(=O)[C@H]1[C@H]2COc3ccc(C)cc3[C@@H]2N2C(=O)CN(Cc3ccc(OC)cc3)C(=O)[C@@]12C | -8.6 | -5.0 | -4.0 | 4.0 | -7.0 | x | 0.0 | 8.6
N#CCCN(C(=O)COC(=O)c1ccc(CNS(=O)(=O)c2ccc(F)c(Cl)c2)cc1)c1ccc(F)cc1 | -16.8 | x | -3.0 | x | x | -17.9 | 0.4 | x
CCCC(=O)N1CCC1(C)C(=O)NS(=O)(=O)c1cc2c(cc1C)CCCS2(=O)=O (stereo not drawn) | -1.9 | 18.3 | x | 0.4 | 1.1 | 1.8 | 0.0 | 4.6
CCCCCCN1C[C@H](O)[C@@H](n2cc(COC(=O)c3ccccc3)nn2)C[C@@H]1c1ccccc1 | 9.0 | 16.4 | x | -0.8 | -0.8 | -7.1 | -0.1 | -4.8
COc1ccccc1NS(=O)(=O)c1cc(NC(=O)C(C)(C)C)ccc1N1CCOCC1 | 12.7 | 12.7 | 5.7 | -1.0 | -1.7 | 1.5 | 0.3 | -15.4
CCCc1c(C(=O)N/N=C/c2ccc(OCc3ccc(F)cc3)cc2)nnn1-c1nonc1N | -13.7 | -2.1 | x | -0.3 | -3.0 | 0.5 | -0.1 | 3.2
Cc1cc(O)c2c(c1)C(=O)c1cc(O)cc(O)c1C2=O | -7.2 | -3.6 | 0.6 | 1.5 | 0.9 | x | -0.1 | -27.1
O=C(C[C@H]1CC[C@H]2[C@@H](COC[C@H](O)CN2Cc2ccc3c(c2)OCO3)O1)N1CCCCC1 | 6.2 | 1.0 | 9.5 | 1.6 | x | 9.5 | 0.3 | -1.8
